MazF activator – activators of E. coli MazEF toxin-antitoxin RNase; P0AE70; FAM/BHQ RNA-DNA oligo cleavage fluorescence, 5 h; activation, % at 20 µM; actives 0.32% (n = 350,000); AID 504720; in the data active = activation above about 50%
Target sequence (P0AE70 whole entry, looked up): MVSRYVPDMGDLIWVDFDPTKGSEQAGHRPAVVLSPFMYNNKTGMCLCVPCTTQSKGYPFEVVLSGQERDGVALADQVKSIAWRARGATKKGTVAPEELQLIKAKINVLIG
Mtb BioA inh – blocks M. tuberculosis BioA enzyme activity; purified M. tuberculosis BioA enzyme, plate reader; inhibition, % at 9.99 µM; actives 0.096% (n = 360,000); AID 602481; in the data active = inhibition above about 40%
CCHFV vOTU inh – CCHFV vOTU protease inhibition; actives 0.55% (n = 370,000); Pep-AMC fluorescence; inhibition, % at 11.5 µM; AID 651958; note: 0% = vehicle wells with enzyme and 100% = no enzyme wells
GDH-TPI counter – inhibits GDH-TPI coupling enzymes, artifact for Mtb FBA screen; inhibition, % at 4.8 µM; GDH-TPI coupled enzyme counterscreen, NADH absorbance; actives 1.2% (n = 360,000);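 note: 0% = DMSO wells and 100% = wells lacking the enzyme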
UGM FP inh – blocks M. tuberculosis UGM enzyme; actives 0.06% (n = 320,000); purified UGM, fluorescence polarization probe displacement; P9WIQ1; inhibition, % at 10 µM; AID 504406; in the data active = inhibition above about 10%, passing the limit was not always enough
Target sequence (P9WIQ1 whole entry, looked up): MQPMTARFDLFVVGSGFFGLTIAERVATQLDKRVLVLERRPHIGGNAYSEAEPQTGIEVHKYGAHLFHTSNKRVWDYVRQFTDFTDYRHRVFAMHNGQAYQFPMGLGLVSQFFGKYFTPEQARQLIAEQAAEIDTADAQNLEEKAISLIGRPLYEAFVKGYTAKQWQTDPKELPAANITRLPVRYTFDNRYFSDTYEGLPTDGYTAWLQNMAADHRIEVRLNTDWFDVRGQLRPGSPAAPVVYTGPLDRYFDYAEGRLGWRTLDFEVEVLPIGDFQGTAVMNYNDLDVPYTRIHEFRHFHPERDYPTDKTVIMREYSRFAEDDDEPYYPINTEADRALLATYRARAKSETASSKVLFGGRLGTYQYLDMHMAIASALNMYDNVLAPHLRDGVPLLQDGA
Rv3671c inh – inhibits the M. tuberculosis serine protease Rv3671c. P9WHR9. inhibition, % at 5.96 µM. actives 0.048% (n = 320,000). AID 2606; in the data active = inhibition above about 38%;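 note: extracellular domain of Rv3671c used as enzyme; 0% = enzyme with DMSO and 100% = no enzyme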
VHR inh abs – blocks human VHR1 dual specificity phosphatase; AID 1654; recombinant VHR phosphatase, pNPP absorbance; actives 0.52% (n = 290,000); P51452; inhibition, % at 13.3 µM; in the data active = inhibition above about 50%; note: some compounds called inactive have numbers as strong as hits
Target sequence (P51452 whole entry, looked up): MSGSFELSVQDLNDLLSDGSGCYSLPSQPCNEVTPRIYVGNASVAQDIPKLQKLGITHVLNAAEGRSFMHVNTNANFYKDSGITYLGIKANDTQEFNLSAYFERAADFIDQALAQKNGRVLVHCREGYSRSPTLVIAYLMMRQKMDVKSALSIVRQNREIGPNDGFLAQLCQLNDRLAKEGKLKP
FadD28 FP inh – inhibitors of Mycobacterium tuberculosis FadD28 bisubstrate binding. FadD28 bisubstrate probe binding, fluorescence polarization. inhibition, % at 12.5 µM. actives 0.22% (n = 360,000). AID 588549; in the data active = inhibition above about 8.5%, passing the limit was not always enough
BoNT-F LC inh – blocks Botulinum neurotoxin F light chain protease | Multiplex microsphere protease cleavage assay, flow cytometry | inhibition, % at 10 µM | actives 0.22% (n = 360,000) | AID 588497; in the data active = inhibition above about 35%, passing the limit was not always enough; note: plate controls were buffer without enzyme for full effect and enzyme alone for no effect
Mtb FBA inh – inhibitors of M. tuberculosis fructose-bisphosphate aldolase; P9WQA3; purified M. tuberculosis FBA, fluorescence read-out; inhibition, % at 1 µM; actives 2.3% (n = 360,000); AID 588726; in the data active = inhibition above about 27%;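 note: 0% = vehicle and 100% = reference inhibitor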
Target sequence (P9WQA3 whole entry, looked up): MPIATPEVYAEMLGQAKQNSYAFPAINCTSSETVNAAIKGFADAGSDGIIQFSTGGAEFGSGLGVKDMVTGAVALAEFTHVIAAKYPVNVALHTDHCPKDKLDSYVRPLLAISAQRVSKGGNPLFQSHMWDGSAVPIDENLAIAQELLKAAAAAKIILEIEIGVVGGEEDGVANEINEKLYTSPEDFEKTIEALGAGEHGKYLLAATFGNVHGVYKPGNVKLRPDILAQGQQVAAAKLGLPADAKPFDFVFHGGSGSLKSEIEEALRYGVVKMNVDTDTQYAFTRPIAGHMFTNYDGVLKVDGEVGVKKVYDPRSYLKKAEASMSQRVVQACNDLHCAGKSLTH
Numbers without * were called inactive; . = not tested or not shown; & = joins results of further samples. Cut-off read from the data, not from the text of the source, unless noted: active = inhibition above about 30%; inactive = the rest.

SMILES	MazF activator	Mtb BioA inh	CCHFV vOTU inh	GDH-TPI counter	UGM FP inh	Rv3671c inh	VHR inh abs	FadD28 FP inh	BoNT-F LC inh	Mtb FBA inh
CCOC(=O)N1CCN(C2CC(=O)N(c3ccc(C)cc3)C2=O)CC1 (configuration not stated)	2	-1.1	12	13	-0.1	-5	-11	-3.7	8	2
CCN(CC(=O)Nc1ccccc1C(F)(F)F)C(=O)CN1C(=O)NC(C)(c2ccccc2)C1=O (configuration not stated)	2	-0.5	-6	3	2.3	2	.	-2.9	7	-1
COc1ccc(C(=O)n2c(C)c(CCO)c(=O)n2C)cc1	6	.	17	-4	-0.2	5	12	-0.4	3	-1
CCCCCCn1c(=O)c(Cc2ccccc2)c(O)c2ccccc21	-4	.	5	3	-0.5	-19	3	0.0	-1	3
C[C@H]1CN([C@@H](C)CO)C(=O)c2cc(NC(=O)C3CCCCC3)ccc2O[C@H]1CN(C)CC1CCCCC1	-2	-7.4&-0.3	-4	-2	0.3	4	.	-0.9	0	-3
O=C(Cn1nc(-c2ccccc2)ccc1=O)Nc1ccc(NC(=O)c2ccccn2)cc1	-15	-1.1	18	0	2.4	-4	8	0.0	-4	-3
O=S(=O)(NCCN1CCOCC1)c1cccs1	3	-1.1	6	-9	2.7	-7	2	-5.0	3	-2
COc1ccc(NC(=O)COc2cccc(C(F)(F)F)c2)cn1	-47	-1.2	-5	-4	1.2	-2	.	-0.7	6	3
COc1cccc(/C=N/NC(=O)CSc2ccccc2C)c1OC	-4	.	-3	-4	-2.6	-3	34	-4.4	0	13
CC(C)(C)CC(C)(C)NC(=O)c1ccccc1	5	.	8	5	-1.6	3	24	-2.3	-5	-3
Cc1ccc(S(=O)(=O)N2CCN(C(=O)c3cccc(F)c3)CC2)cc1	-4	0.2	-5	-1	-2.6	-4	18	0.7	33	0
CC1CC(C)CN(C(=O)c2cccc(NC(=O)CC3SC(N4CCCCC4)=NC3=O)c2)C1 (configuration not stated)	5	0.5	-19	13	2.2	-1	.	1.1	1	0
O=C1C2C3C=CC(C3)C2C(=O)N1c1cccc2cccnc12 (configuration not stated)	9	0.0	1	4	1.1	5	8	-1.3	-32	3
CC(NCC(=O)NCCc1ccc(S(N)(=O)=O)cc1)c1ccc(F)cc1 (configuration not stated)	-7	-2.3	1	-1	-4.4	0	-3	0.1	3	0
COc1ccc(/C=N/Nc2nc3ccccc3o2)cc1OC	18	3.3	8	44*	1.8	9	-16	-0.6	-8	-1
COc1ccc(OC)c(N=C(N)N=C(N)N)c1	1	0.9	-4	3	-1.1	3	30	-0.5	3	-3
CC(C)Cc1ccc(CN2CCCC(NC(=O)CCn3cnnn3)C2)cc1 (configuration not stated)	-2	1.5	-4	-5	1.8	-6	0	0.4	0	1
NC(=O)[C@@H]1CC2(CC(c3cccc(NC(=O)[C@H]4CCC(=O)N4)c3)=NO2)CN1C(=O)c1ccc(Cl)cc1 (some centres not stated)	3	1.0	0	3	2.9	12	11	-1.1	4	4
Cn1nnnc1SCC(=O)N1c2ccccc2Sc2ccc(Cl)cc21	4	17	10	-2	-1.5	0	20	-9.7	-8	2
O=C(N1CCOCC1)N1CCN(c2ccc(F)cc2)CC1	0	.	-14	15	-0.8	4	28	-0.7	-12	2
CC1CCN(C(=O)CSc2nnc(-c3ccccc3F)o2)CC1	7	2.6	6	-1	-0.4	-6	-5	-2.1	-2	-3
C=CCN1c2ccccc2[C@]23C[C@@H](C(=O)OC)N(C(=O)C4CCC4)C2=NC(C(=O)OC)=C(C(=O)OC)[C@H]13	2	-0.6	-3	3	-0.7	4	0	-3.0	-1	-4
COc1cccc(NC(=O)CN2CCc3ccccc3C2)c1	-20	-0.8	12	1	5.7	2	18	-5.7	-17	-3
CNS(=O)(=O)c1cccc(C(=O)NCC(c2cccs2)N2CCOCC2)c1 (configuration not stated)	1	.	-4	0	-0.1	4	.	-3.8	-8	-4
CCC(=O)Nc1cc(C(=O)OCC(=O)c2ccc(Cl)cc2Cl)ccc1C	-4	-1.0	4	7	-2.6	4	24	-0.5	-5	3
COc1ccc(C(=O)Nc2ccc(C)c(S(=O)(=O)N3CCCCCC3)c2)cc1	-1	.	10	1	-0.6	-37	12	-7.5	-7	-1
CCc1ccc(OCc2ccc(C(=O)O)o2)cc1	6	-2.5	0	8	1.8	-4	-8	-1.2	-14	2
Cc1ccc(C)c(C(=O)CCC(=O)NNC(=O)c2cccs2)c1	3	-0.7	16	0	-1.8	-6	.	.	-2	-1
CCc1nnc(NC(=O)c2cccs2)s1	-2	-5.0	6	21	0.1	-1	-10	1.4	-1	2
CCOC1=C/C(=C/c2c(N)n3nc(-c4ccccc4)sc3nc2=O)C=CC1=O	-127	.	18	21	.	.	24	16*	8	0
CNc1nc(-c2ccc3c(c2)CCN3C(=O)c2ccccc2C)cs1	-13	.	-6	5	1.5	0	18	0.0	-2	-1
CC(C)CN(C(=O)COC(=O)Cc1n[nH]c(=O)c2ccccc12)C1CCS(=O)(=O)C1 (configuration not stated)	6	-2.5	-5	11	-0.8	-1	11	-0.6	1	1
CCOC(=O)c1c(C)[nH]c(C)c1C(=O)CSc1nnnn1-c1ccccc1	0	1.4	10	11	1.2	11	0	-1.6	1	-9
COc1cc2c(cc1OC)-c1cc3ccc(OC)c(OC)c3c[n+]1CC2	-4	11	21	59*	2.8	3	.	-1.4	-2	-1
CCOC(=O)C1CCCN(S(=O)(=O)c2ccc(Cl)nc2)C1 (configuration not stated)	-2	-0.1	-12	12	-0.7	-3	.	-3.5	.	-3
Cc1ccc2nc(SCC(=O)Nc3cc([N+](=O)[O-])ccc3F)[nH]c2c1	-1	.	-5	-2	4.0	5	15	-3.9	-6	0
CCOC(=O)c1c(/N=C/C2=C(O)CCCC2=O)sc(C)c1C	-36	.	-2	5	-3.0	0	-1	-1.7	-13	5
O=C(Nc1nnc([C@@H]2C[C@H](O)[C@@H](CO)O2)s1)Nc1ccccc1Oc1ccccc1	.	-0.9	9	15	.	.	.	-8.9	-12	-2
CCN(CCO)Cc1csc2cc(C)ccc12	1	.	-3	10	-1.2	-3	5	-0.3	0	4
CCCCOC(=O)c1ccc(NC(=O)C(=O)NCc2ccccn2)cc1	-13	0.2	-13	-4	-0.9	5	35	-2.5	-8	-1
COc1ccc(NC(=O)C2CCC(CNS(=O)(=O)c3cccs3)CC2)cc1 (configuration not stated)	3	.	4	3	-1.2	1	-1	-2.5	2	0
O=C(/C(C=Nc1cc2c(oc1=O)CCCC2=O)=C(\O)c1ccccc1)c1ccccc1	2	.	-4	9	1.4	0	31	-1.5	-3	-5
CC(Oc1ccc(Cl)cc1Cl)C(=O)OCn1nnc2ccccc2c1=O (configuration not stated)	-13	0.0	14	7	1.6	-5	18	-0.5	-11	-1
CCC1Oc2ccccc2C(=O)N(CC(=O)c2ccc3c(c2)OCCO3)C1=O (configuration not stated)	-3	-1.6	7	1	-1.0	-4	23	-0.3	-9	-1
COc1cccc(OCc2cc(/C=N/Nc3ccc(C(=O)O)cc3)ccc2OC)c1	-7	0.8	14	16	-1.5	10	13	6.6	-6	12
CCC(C)(C)NC(=O)CN(C(=O)c1csnn1)c1cccc2c1CCCC2	11	.	16	3	-1.9	5	22	0.4	-3	3
N#C/C(=C/c1ccc(-c2cccc([N+](=O)[O-])c2)o1)C(=O)Nc1nc(-c2cccs2)cs1	-6	-1.5	10	10	.	.	.	-3.0	-4	0
Cc1ccc(-c2cc(Cc3ccccc3)c(=O)[nH]n2)cc1	-12	0.0	2	-2	1.1	0	20	1.3	0	1
O=C(COC(=O)c1ccc(O)cc1)Nc1ccccc1-c1ccccc1	-3	.	6	0	-0.4	-20	-1	-3.5	3	-2
CCCCC(=O)NC1=C(C(=O)OC)SCC1	0	.	1	3	1.9	2	18	-1.7	-2	2
N#Cc1c(-c2ccccc2)nc(SCc2ccc(Cl)cc2)[nH]c1=O	-12	1.3	22	6	0.8	-14	-29	-12	-5	-3
O=C(Nc1cc(Cl)ccc1-n1cncn1)c1ccc(F)c(S(=O)(=O)N2CCOCC2)c1	9	-0.1	-3	-1	-0.3	4	.	0.0	-9	-3
COc1ccc(CC(N)c2csc(NC(=O)Nc3cc(OC)ccc3OC)n2)cc1 (configuration not stated)	.	4.5	9	0	.	.	.	-5.4	-30	-1
CCOC(=O)N1CCN(C(=O)CSC2=NS(=O)(=O)c3cc(F)ccc3N2)CC1	4	0.0	6	-2	0.6	-5	.	-2.2	-8	0
Cc1cccc(OCC(=O)Nc2ccc3oc(=O)ccc3c2)c1C	13	0.6	2	-2	0.2	-21	10	.	-6	1
Cn1c(=O)cc(N2CCc3ccccc32)[nH]c1=O	6	-0.3	-7	-7	1.4	0	-5	-2.9	-4	-2
Cc1ccnc(N2C(=O)c3ccccc3C2Nc2cccc(C)c2C)c1 (configuration not stated)	11	-1.5	4	3	-0.6	-6	9	-1.9	-3	-2
COc1ccccc1/C=C(\NC(=O)c1ccc(OC)c(OC)c1)C(=O)Nc1cccc([N+](=O)[O-])c1	-5	.	-11	32*	3.6	-4	-4	-1.1	5	0
CCc1nc(N2CCOCC2)c(C#N)c2c1COC(C)(C)C2	-3	0.6	-42	10	-1.7	-7	32	2.9	2	46*
O=C(NC12CC3CC(CC(C3)C1)C2)C1CCCN1C(=O)NC1CCCCC1 (configuration not stated)	-3	-2.5	0	1	-5.8	7	-4	-1.7	-3	1
Carrying on:
SMILES	MazF activator	Mtb BioA inh	CCHFV vOTU inh	GDH-TPI counter	UGM FP inh	Rv3671c inh	VHR inh abs	FadD28 FP inh	BoNT-F LC inh	Mtb FBA inh
Cc1ccc(CSc2nc3ccncc3n2CC(=O)Nc2cc(C)cc(C)c2)cc1	10	-0.6	5	-2	3.2	-7	15	2.5	-1	2
Cc1ccc(NC(=O)Cn2c(=O)ccn(Cc3ccccc3)c2=O)cc1S(=O)(=O)N1CCOCC1	0	-0.5	4	11	.	.	.	-2.8	-7	0
CCOC(=O)C1(C)CCCCCN1C(=O)c1snnc1C (configuration not stated)	.	-1.8	-6	6	.	.	.	-0.6	-1	1
CC(=O)Nc1cccc(NC(=O)CCn2cnc3cc(C)c(C)cc32)c1	4	4.9	-2	-6	-1.9	-7	7	-1.3	-2	0
CCCCP(=O)(CCCC)CCP(=O)(c1ccccc1)c1ccccc1	0	.	7	-3	-6.2	3	9	-0.7	-19	1
COCCN(C(=O)COC(=O)C1CCCCC1)c1c(N)n(Cc2ccccc2)c(=O)[nH]c1=O	1	-0.4	-3	3	.	.	.	-1.1	2	0
COc1ccc(Cl)cc1Nc1nc(Cl)nc(NCCO)n1	6	-0.1	2	15	.	.	.	-1.6	4	4
Cc1[nH]c2ccccc2c1C(=O)COC(=O)Cn1c(C)nc2ccccc21	0	.	6	10	-0.2	-1	4	-1.3	12	-1
c1ccc2c(c1)nc(Nc1ccc(N3CCCCC3)cc1)c1nncn12	11	.	15	44*	-0.4	-4	-3	-1.5	-41	2
Cc1cc2ccccn2c1C(=S)NC(=O)c1ccccc1	-5	0.9	7	6	3.8	-15	1	-2.1	-8	-14

Compound profiles, as listed above. Order of screens: MazF activator | Mtb BioA inh | CCHFV vOTU inh | GDH-TPI counter | UGM FP inh | Rv3671c inh | VHR inh abs | FadD28 FP inh | BoNT-F LC inh | Mtb FBA inh
CC(=O)Nc1cccc(NC(=O)CCn2cnc3cc(C)c(C)cc32)c1 reads 4 | 4.9 | -2 | -6 | -1.9 | -7 | 7 | -1.3 | -2 | 0
COc1ccc(Cl)cc1Nc1nc(Cl)nc(NCCO)n1 reads 6 | -0.1 | 2 | 15 | . | . | . | -1.6 | 4 | 4
CCOC(=O)C1(C)CCCCCN1C(=O)c1snnc1C (configuration not stated) reads . | -1.8 | -6 | 6 | . | . | . | -0.6 | -1 | 1
c1ccc2c(c1)nc(Nc1ccc(N3CCCCC3)cc1)c1nncn12 reads 11 | . | 15 | 44* | -0.4 | -4 | -3 | -1.5 | -41 | 2
CCCCP(=O)(CCCC)CCP(=O)(c1ccccc1)c1ccccc1 reads 0 | . | 7 | -3 | -6.2 | 3 | 9 | -0.7 | -19 | 1

Source: PubChem (several laboratories)
